Source: PubChem BioAssay
GSK3 alpha inh = blocks human GSK-3 alpha kinase. inhibition, % at 10 µM. hit rate 0.1% among 320,000. AID 2650. P49840. ADP-Glo luminescence, 60 min;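 in the data active = inhibition above about 50%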;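 note: GST-tagged GSK-3 alpha with peptide substrate and 25 µM ATP; 0% = DMSO neutral wells and 100% = GW8510 positive control wells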
Target sequence (P49840 whole entry, looked up): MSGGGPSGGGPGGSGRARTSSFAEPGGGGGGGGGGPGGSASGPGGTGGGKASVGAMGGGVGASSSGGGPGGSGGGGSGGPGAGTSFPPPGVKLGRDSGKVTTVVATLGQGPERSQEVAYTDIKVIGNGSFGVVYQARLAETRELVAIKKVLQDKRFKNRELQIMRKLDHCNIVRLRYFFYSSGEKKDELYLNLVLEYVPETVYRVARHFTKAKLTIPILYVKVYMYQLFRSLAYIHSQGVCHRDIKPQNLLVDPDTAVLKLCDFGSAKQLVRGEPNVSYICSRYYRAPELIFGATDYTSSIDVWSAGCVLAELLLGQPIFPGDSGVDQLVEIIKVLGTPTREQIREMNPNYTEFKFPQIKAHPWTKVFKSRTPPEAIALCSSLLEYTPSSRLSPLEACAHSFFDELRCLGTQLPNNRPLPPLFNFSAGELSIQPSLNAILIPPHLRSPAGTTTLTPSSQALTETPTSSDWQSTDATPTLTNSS
HSF1 activator = increases HSF-1 driven luciferase reporter signal; AID 504408; hit rate 1.7% among 300,000; NIH3T3-HGL HSF-1 luciferase reporter, MG132, 8 h; 100% = twice DMSO control signal; activation, % at 9 µM;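 active = mean replicate activation of at least 50% with a set share of replicates each reaching 50%; inconclusive = only one of those two conditions met; inactive = mean below 50% and too few replicates reaching it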;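 note: 0% = median of the neutral control wells and 100% = twice that signal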
HSF1 inhib = HSF1 inhibition; activity change, negative = inhibition, % at 7.5 µM (by protocol); AID 2098; hit rate 0.77% among 300,000; NIH3T3-HGL HSE-luciferase, MG132-induced, luminescence 8 h; hits give low values;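 active = more than half of replicate wells show activity change below -50%, luminescence cut by over half; inconclusive = some wells, but at most half, below -50%; inactive = no replicate well below -50%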;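 note: luciferase reports HSF-1 transcriptional activity via heat shock element; 0% = median of DMSO wells and -100% = zero luminescence signal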
Dyrk1A ADPGlo = Dyrk1A (rat) kinase inhibition. ADP-Glo luminescence, NFATc1 peptide. inhibition, % at 12.5 µM. AID 504441. hit rate 0.43% among 310,000; in the data active = inhibition above about 50%;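 note: plate controls were vehicle with enzyme for no effect and no enzyme for full effect; many of its hits are not listed in these tables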
Platelet DG rel = platelet dense granule release activity; human platelet-rich plasma, SFLLRN dense granule ATP release, luminescence; inhibition, %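 (compounds screened at 7.5 µM in platelet-rich plasma)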; hit rate 0.22% among 300,000;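 active = mean replicate score, as percent of positive control, at or above 50; inconclusive = mean below 50 but at least one replicate at or above 50; inactive = mean and every replicate below 50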
PolyA inh = inhibitors of polyadenylation in S. cerevisiae; S. cerevisiae SKY197-pL101 polyadenylation reporter, beta-gal luminescence; efflux-impaired pdr1/pdr3 knockout yeast; score 100 = 6 SD above DMSO; calls only at 12 µM; hit rate 0.02% among 300,000;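 active = lowest replicate activity score at least 50, where 100 means six control SD above control mean; inconclusive = lowest score under 50 but half or more replicates reach 50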;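 note: yeast exposed to compound for 9 h at 30 °C; higher score means more reporter readthrough which indicates perturbed polyadenylation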
AI-2 QS modul = modulates the Vibrio harveyi AI-2 quorum sensing system. Vibrio harveyi JMH597 AI-2 luminescence/OD600 ratio, 9 h; hits give low values; strain lacks LuxN and CqsS sensors; 0 = neutral-control median. activity change, % at 7.5 µM. hit rate 0.4% among 300,000. AID 2094; in the data active = activity change below about -75%, passing the limit was not always enough; inconclusive = no clear call, values can overlap the other calls;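 note: luminescence divided by OD600 gain over 9 h not by final OD600 alone; inactives centre near 13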
HSP90 inh = HSP90 refolding inhibition in rabbit reticulocyte lysate. hit rate 0.91% among 290,000. luciferase refolding luminescence, 3 h. AID 1789. inhibition, % at 5.6 µM;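 active = inhibition above the screen-wide mean plus 3 SD, computed separately per campaign, cut at about 16% in these data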;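 note: 0% = DMSO wells and 100% = 60 µM geldanamycin wells; inhibitors lower the luminescence because luciferase stays unfolded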
HDAC3 inhib = human HDAC3 inhibition | O15379 | hit rate 0.15% among 320,000 | recombinant HDAC3, fluorogenic peptide/trypsin coupled, fluorescence | inhibition, % at 8.3 µM; in the data active = inhibition above about 26%, passing the limit was not always enough; inconclusive = no clear call, values can overlap the other calls
Target sequence (O15379 whole entry, looked up): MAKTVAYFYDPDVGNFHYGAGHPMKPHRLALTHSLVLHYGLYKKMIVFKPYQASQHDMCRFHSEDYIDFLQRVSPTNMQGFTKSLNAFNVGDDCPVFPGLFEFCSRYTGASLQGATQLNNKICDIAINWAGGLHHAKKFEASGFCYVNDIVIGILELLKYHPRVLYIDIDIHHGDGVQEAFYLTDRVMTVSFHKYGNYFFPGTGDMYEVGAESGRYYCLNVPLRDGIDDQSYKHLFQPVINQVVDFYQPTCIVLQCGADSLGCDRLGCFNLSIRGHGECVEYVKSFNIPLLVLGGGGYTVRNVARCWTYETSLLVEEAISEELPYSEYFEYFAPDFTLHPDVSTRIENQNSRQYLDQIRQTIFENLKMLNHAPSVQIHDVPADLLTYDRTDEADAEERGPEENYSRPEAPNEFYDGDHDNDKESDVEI
GSK3B inh = human GSK3beta kinase inhibition; P49841; GST-GSK3beta kinase, ADP-Glo luminescence, 60 min; hits give low values; activity score (negative = inhibition), % at 10 µM; hit rate 0.038% among 300,000;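 active = more than half of replicate wells score below -50%, meaning over 50% inhibition versus plate controls; inconclusive = some replicates but at most half score below -50%; inactive = no replicate scores below -50%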;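 note: 0% = median DMSO wells and -100% = median GW8510 positive control wells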
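Test system: GST-fused GSK3beta enzyme, cell-free | Quantity: 1.6 ng GST-GSK3beta enzyme per well | Reagent: 25 µM ATP with peptide substrate | Schedule: 60 min enzyme reaction, room temperature | Signal: Luminescent ADP-Glo measurement of ADP formed | Read-out basis: Score relative to plate controls | Control set: DMSO and 20 µM GW8510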
The depositor's hits bear a star. Not all compounds are listed; count on the stated rates, not on these rows.

COc1cc2c(cc1OC)C(C(=O)NCc1ccco1)C(c1cccs1)N(C)C2=O (centres undefined) was read as GSK3 alpha inh 0, HSF1 activator -12, HSF1 inhib -3, Dyrk1A ADPGlo 4, Platelet DG rel 5, PolyA inh inactive, AI-2 QS modul 15, HSP90 inh 1, HDAC3 inhib inconclusive and GSK3B inh -2.
For O=CN(/C=C1\Sc2ccccc2C1=O)Cc1ccccc1 the results were GSK3 alpha inh -4, HSF1 activator 27, HSF1 inhib 0, Dyrk1A ADPGlo 8, Platelet DG rel -2, PolyA inh inactive, AI-2 QS modul -90*, HSP90 inh 34*, HDAC3 inhib 8 and GSK3B inh 1.
For O=C(N/N=C/c1cccnc1)c1ccc2c(c1)OCO2 the results were GSK3 alpha inh 1, HSF1 activator -67, HSF1 inhib -59*, Dyrk1A ADPGlo 1, Platelet DG rel 9, PolyA inh inactive, AI-2 QS modul 18, HSP90 inh -2, HDAC3 inhib 4 and GSK3B inh 5.
`Cc1onc(-c2c(F)cccc2Cl)c1C(=O)Nc1c(C)n(C)n(-c2ccccc2)c1=O` gave GSK3 alpha inh -2, HSF1 activator -8, HSF1 inhib -3, Dyrk1A ADPGlo -6, Platelet DG rel 7, PolyA inh inactive, AI-2 QS modul 11, HSP90 inh 2, HDAC3 inhib 3 and GSK3B inh -1.
For COc1cccc(/C=N/NC(=O)c2ccc([N+](=O)[O-])cc2Cl)c1O the results were GSK3 alpha inh 2, HSF1 activator 1, HSF1 inhib 9, Dyrk1A ADPGlo -1, Platelet DG rel -5, PolyA inh inactive, AI-2 QS modul 10, HSP90 inh -2, HDAC3 inhib -5 and GSK3B inh 2.
`O=C(Nc1ccccc1)N1CCC(n2c(=O)[nH]c3ccccc32)CC1` gave GSK3 alpha inh 0, HSF1 activator -9, HSF1 inhib -9, Dyrk1A ADPGlo 3, Platelet DG rel -2, PolyA inh inactive, AI-2 QS modul 30, HSP90 inh 3, HDAC3 inhib -4 and GSK3B inh 1.
`Cc1ccc(S(=O)(=O)N/N=c2\oc3ccccc3cc2C(=O)Nc2cccc(C)c2)cc1` gave GSK3 alpha inh -1, HSF1 activator 58*, HSF1 inhib 37, Platelet DG rel -1, PolyA inh inactive, AI-2 QS modul 35, HSP90 inh 0, HDAC3 inhib 1 and GSK3B inh 0.
Screening Cc1ccc(CSCCC(=O)NCCC2=CCCCC2)cc1 returned GSK3 alpha inh 0, HSF1 activator -17, HSF1 inhib 1, Dyrk1A ADPGlo 0, Platelet DG rel -2, PolyA inh inactive, AI-2 QS modul 25, HSP90 inh 0, HDAC3 inhib 4 and GSK3B inh 1.
`COc1ccc(NC(=O)c2ccccc2OCc2ccc(F)cc2)c(OC)c1` gave GSK3 alpha inh 0, HSF1 activator 20, HSF1 inhib 3, Dyrk1A ADPGlo -5, Platelet DG rel -24, PolyA inh inactive, AI-2 QS modul 37, HSP90 inh -1, HDAC3 inhib -3 and GSK3B inh 3.
Cc1cc(C)c2nc(/N=C(\N)NC(=O)Nc3ccccc3)nc(C)c2c1 was read as GSK3 alpha inh -1, HSF1 activator -14, HSF1 inhib -15, Dyrk1A ADPGlo 5, Platelet DG rel 3, PolyA inh inactive, AI-2 QS modul 13, HSP90 inh 4, HDAC3 inhib 1 and GSK3B inh 0.
CCCCn1c(=O)nc2n(-c3ccccc3C)c3ccccc3cc-2c1=O was read as GSK3 alpha inh 2, Dyrk1A ADPGlo -4, Platelet DG rel 5, PolyA inh inactive, AI-2 QS modul 23, HSP90 inh 2, HDAC3 inhib -58 and GSK3B inh -2.
For C[C@H](NS(=O)(=O)c1ccccc1F)C(=O)OCC(=O)N1CCc2ccccc21 the results were GSK3 alpha inh 12, HSF1 activator -2, HSF1 inhib -3, Dyrk1A ADPGlo -3, Platelet DG rel 2, PolyA inh inactive, AI-2 QS modul 21, HSP90 inh -1, HDAC3 inhib -3 and GSK3B inh 1.
O=C(NCCN1C(=O)S/C(=C/c2ccccc2)C1=O)C1CCCN1C(=O)c1cccs1 (centres undefined) was read as GSK3 alpha inh -4, HSF1 activator -1, HSF1 inhib 3, Dyrk1A ADPGlo 6, Platelet DG rel -5, PolyA inh inactive, AI-2 QS modul 35, HSP90 inh 0, HDAC3 inhib 3 and GSK3B inh 1.
For Cc1c(Cl)cccc1-n1c(SCC(=O)NCc2ccccc2Cl)nnc1-c1ccncc1 the results were GSK3 alpha inh 7, HSF1 activator -1, HSF1 inhib 9, Dyrk1A ADPGlo -2, Platelet DG rel 3, PolyA inh inactive, AI-2 QS modul 12, HSP90 inh -1, HDAC3 inhib -1 and GSK3B inh 3.
`N#Cc1cc(N)ccc1Sc1ccc(Cl)cc1` gave GSK3 alpha inh -1, HSF1 activator -8, HSF1 inhib 6, Dyrk1A ADPGlo 5, Platelet DG rel 2, PolyA inh inactive, AI-2 QS modul 6, HSP90 inh -4, HDAC3 inhib 3 and GSK3B inh 1.
`CCc1cc(=O)oc2cc(C)cc(OCC(=O)NCc3ccccn3)c12` gave GSK3 alpha inh 5, HSF1 activator 10, HSF1 inhib -1, Dyrk1A ADPGlo 3, Platelet DG rel 8, PolyA inh inactive, AI-2 QS modul 3, HSP90 inh -4, HDAC3 inhib -35 and GSK3B inh 1.
`CC(=O)C1=C(C)NC(SCC(N)=O)=C(C#N)C1C` (centres undefined) gave HSF1 activator -3, HSF1 inhib -1, Dyrk1A ADPGlo 2, Platelet DG rel -3, PolyA inh inactive, AI-2 QS modul 19, HSP90 inh -5, HDAC3 inhib 1 and GSK3B inh 2.
Screening CCS(=O)(=O)N1CCC(NC(=O)C(Cc2ccc(OC)c(OC)c2)NC(C)=O)CC1 (centres undefined) returned GSK3 alpha inh -4, HSF1 activator 9, HSF1 inhib 1, Platelet DG rel 0, PolyA inh inactive, AI-2 QS modul 16, HSP90 inh 0, HDAC3 inhib 4 and GSK3B inh 0.
For CCN(CC)CCCNC(=O)Cn1nc(-c2ccccc2)ccc1=O the results were HSF1 activator 15, HSF1 inhib -4, Dyrk1A ADPGlo -2, Platelet DG rel -3, AI-2 QS modul 19, HSP90 inh 0, HDAC3 inhib 1 and GSK3B inh -1.
`Cn1c(=O)c2[nH]c(N3CCN(c4cccc(O)c4)CC3)nc2n(C)c1=O` gave GSK3 alpha inh -4, HSF1 activator 0, HSF1 inhib -7, Dyrk1A ADPGlo -2, Platelet DG rel -11, PolyA inh inactive, AI-2 QS modul 32, HSP90 inh 0, HDAC3 inhib 0 and GSK3B inh 1.
For CCOC(=O)c1cc(/C(C)=N/OC(=O)c2ccc(Cl)cc2)on1 the results were GSK3 alpha inh -3, PolyA inh inactive, AI-2 QS modul 31, HSP90 inh -3, HDAC3 inhib 1 and GSK3B inh -1.
Screening COc1ccc(NC(=S)NCCc2c[nH]c3ccc(OC)cc23)c(OC)c1 returned GSK3 alpha inh 2, HSF1 activator -10, HSF1 inhib -4, Dyrk1A ADPGlo -1, Platelet DG rel -5, PolyA inh inactive, AI-2 QS modul 14, HSP90 inh 1, HDAC3 inhib 5 and GSK3B inh 1.
`CC(CC(=O)N1CCN(c2ccc(C(F)(F)F)cn2)CC1)n1ccnc1` (centres undefined) gave GSK3 alpha inh -1, HSF1 activator -2, HSF1 inhib -5, Dyrk1A ADPGlo -2, Platelet DG rel -9, PolyA inh inactive, AI-2 QS modul -1, HSP90 inh 2, HDAC3 inhib -4 and GSK3B inh 3.
CCCCn1c(N)c(N(CC)C(=O)c2ccc(N3CCCC3=O)cc2)c(=O)[nH]c1=O was read as HSF1 activator -6, HSF1 inhib 1, Dyrk1A ADPGlo 2, Platelet DG rel 26, PolyA inh inactive, AI-2 QS modul 6 and GSK3B inh 6.
`O=c1[nH]c(CSc2ccccn2)nc2c1oc1ccccc12` gave GSK3 alpha inh -1, HSF1 activator 108*, HSF1 inhib 48, Dyrk1A ADPGlo -4, Platelet DG rel 4, PolyA inh inactive, AI-2 QS modul 6, HSP90 inh 7, HDAC3 inhib -9 and GSK3B inh 2.
Screening CC1CCc2c(sc3ncnc(N4CCOCC4)c23)C1 (centres undefined) returned GSK3 alpha inh 17, HSF1 activator -38, HSF1 inhib -31, Dyrk1A ADPGlo 16, Platelet DG rel -1, PolyA inh inactive, AI-2 QS modul 23, HSP90 inh 1, HDAC3 inhib 1 and GSK3B inh -4.
Screening C=CCn1c(N)c(C(=O)Nc2ccc(C)c(C)c2)c2nc3ccccc3nc21 returned GSK3 alpha inh 14, HSF1 activator 12, HSF1 inhib -13, Dyrk1A ADPGlo 0, Platelet DG rel -2, PolyA inh inactive, AI-2 QS modul 4, HSP90 inh 4, HDAC3 inhib -3 and GSK3B inh 3.
Cc1ccc(N/C(N)=N/c2nc(C)cc(C)n2)cc1 was read as HSF1 activator 27, HSF1 inhib -6, Dyrk1A ADPGlo -10, Platelet DG rel -15, PolyA inh inactive, AI-2 QS modul 6, HSP90 inh 1 and GSK3B inh -4.
For O=C(c1ccco1)N1CCN(c2ccc(F)cc2)CC1 the results were GSK3 alpha inh 0, HSF1 activator 20, HSF1 inhib 4, Dyrk1A ADPGlo -37, Platelet DG rel -5, PolyA inh inactive, AI-2 QS modul 8, HSP90 inh 4, HDAC3 inhib -1 and GSK3B inh 2.
Cc1cccc(C)c1NC(=O)c1cccc2c1-c1ccccc1C2=O was read as GSK3 alpha inh -1, HSF1 activator 33, HSF1 inhib 3, Dyrk1A ADPGlo -2, Platelet DG rel 0, PolyA inh inactive, AI-2 QS modul 26, HSP90 inh -6, HDAC3 inhib -3 and GSK3B inh 5.
For O=C(CNC(=O)OCc1ccccc1)Oc1cc2oc(=O)cc(-c3ccccc3)c2cc1Cl the results were GSK3 alpha inh 0, Dyrk1A ADPGlo 2, AI-2 QS modul 34, HSP90 inh -2 and HDAC3 inhib -28.
For COc1ccc(N(C)C(=O)Nc2ccc3c(c2)nnn3C)cc1 the results were GSK3 alpha inh -2, HSF1 activator 5, HSF1 inhib 8, Platelet DG rel -3, PolyA inh inactive, AI-2 QS modul 17, HSP90 inh 3, HDAC3 inhib -1 and GSK3B inh 2.
`O=C(Cn1cc(/C=C\[N+](=O)[O-])c2ccccc21)Nc1ccccc1` gave GSK3 alpha inh 1, HSF1 activator -8, HSF1 inhib 19, Dyrk1A ADPGlo -5, Platelet DG rel 5, PolyA inh inactive, AI-2 QS modul 20, HSP90 inh 5, HDAC3 inhib -1 and GSK3B inh 1.
For Cc1ccc(N/N=C2\CC(=O)c3ccccc32)cc1Cl the results were GSK3 alpha inh 2, HSF1 activator -1, HSF1 inhib -5, Platelet DG rel 0, PolyA inh inactive, AI-2 QS modul 32, HSP90 inh -3, HDAC3 inhib -7 and GSK3B inh -3.
Screening Cc1ccc(C(=O)Nc2nc3ccc(Cl)cc3s2)o1 returned GSK3 alpha inh 0, HSF1 activator 44, HSF1 inhib 19, Dyrk1A ADPGlo 0, Platelet DG rel 12, PolyA inh inactive, AI-2 QS modul 2, HDAC3 inhib 8 and GSK3B inh -1.
